Screens (PubChem BioAssay)
b-catenin transl = alters nuclear translocation of beta-catenin in HeLa cells; hit rate 0.3% among 190,000; nuclear translocation activity, % at 5 µM; AID 1665; immunofluorescence imaging;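 active = nuclear translocation activity above 50% at 5 µM, with a well cell count of 50 or more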;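 also: per-cell ratio of nuclear to cytoplasmic median beta-catenin stain intensity; plate controls were DMSO negative control for no effect and GSK-3 inhibitor IX positive control for full effect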
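Technique: fluorescence imaging of beta-catenin antibody stain plus DAPI / Material: human HeLa cell line / Incubation: compound treatment 24 h, 37°C, 5% CO2 / Read-out basis: % activation of per-cell nuclear versus cytoplasmic median beta-catenin signal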
Yfh1-depleted yeast = enhancers of respiration in Yfh1-depleted yeast, dose response, Friedreich's ataxia, plus single-dose screen (AID 1465) | hit rate 0.074% among 220,000 | S. cerevisiae Yfh1-off respiration, WST-1 reduction, 72 h; higher fold induction means a stronger effect | one-dose fold induction at 50 µM; EC50 in µM for titrated hits;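 active = fold induction of absorbance versus untreated yeast above a set limit, then at least 30% activation at any dose in follow-up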;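 also: activators that raise dye reduction in frataxin-depleted yeast; strong numbers were not always called active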
Autophagy HCS = alters autophagy in cells | calls only at 10 µM (by protocol) | hit rate 0.98% among 190,000 | MEF GFP-LC3 puncta imaging; test concentration mostly 10 µM;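 active = percentage of spot-positive cells more than 3 SD above its plate mean, without a fluorescence outlier flag or 80% toxicity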;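 also: spot-positive cell cutoff set from DMSO-treated cells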
Insulin prom up = MIN6 insulin promoter up-regulation. z-score at 5 µM. MIN6 insulin promoter-GFP reporter, high-content imaging; stronger effect = higher value. AID 1625. hit rate 0.3% among 190,000;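 active = z-score above 3 at 5 µM with at least 500 cells counted in the well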
WT yeast gro inh = growth inhibition of WT yeast, mitochondrial fusion screen. mitochondrial fusion phenotypic screen, WT strain. inhibition, % at 10 µM. hit rate 2.1% among 190,000. AID 1362; in the data active = inhibition above about 58%; tested in S. cerevisiae
MT stabilize HCS = microtubule stabilizers in HeLa cells | HeLa tubulin immunostaining HCS, 24 h; share of cells brighter than vehicle mean+2SD | % tubulin-high responders, % at 10 µM | hit rate 0.83% among 200,000;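 active = plate Z-score above 3 for both tubulin-high and condensed-nucleus cell shares, with cell loss under 80%, at 10 µM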;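 also: anti alpha tubulin signal scored within the nucleus-defined area of each cell; some results filed as inactive read as strong as hits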
Hep lipid drop = hepatic lipid droplet formation modulation. AID 1656. AML12 mouse hepatocytes, oleate lipid droplets, BODIPY imaging. inhibition, % at 6.5 µM. hit rate 0.4% among 240,000;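 active = lipid droplet intensity inhibited by at least 50%, with more than 500 cells counted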
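Material – AML12 mouse liver cells · Also added – oleate loading, 100 µM · Compound dosing – 6.5 µM single-point dosing · Times – overnight treatment with compound plus oleate · Measured by – fluorescence imaging, 20x objective, two fields per well · Read-out – percent inhibition of filter-corrected integrated lipid droplet intensity per well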
NOD2 inhibition = NOD2 signaling inhibitors, cell-based, luminescence, uHTS, HEK293 (AID 1566) | inhibition, % at 4 µM, or EC50 in µM where a hit was titrated | HEK293 NOD2/NF-kB luciferase reporter, luminescence; higher % means a stronger effect | hit rate 0.63% among 290,000; in the data active = inhibition above about 50%; also: many of its hits are not listed in these tables
Dynein transport = blocks dynein driven cargo transport along microtubules. 3617.4 mouse cells, GR-EGFP nuclear translocation imaging; test concentration mostly 20 µM; stimulated with dexamethasone, 1 µM; stronger effect = lower value. z-score, hits read low. hit rate 0.47% among 220,000. AID 1381;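 active = plate z-score of nuclear minus cytoplasmic receptor signal below a set negative limit, without overly bright fluorescence or cell loss, cut at about -3.5 in these data, passing the limit was not always enough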;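 also: z-score of nuclear minus cytoplasmic ring GR-EGFP intensity difference per well; some compounds called inactive have numbers as strong as hits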
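medium = tetracycline-free induction medium containing charcoal-stripped FBS | probe or stimulus = dexamethasone, 1.0 µM final | timing = 48 h induction, then 1 h compound, then 30 min agonist, 37 °C | detection = automated 10x imaging of fixed Hoechst-stained cells | read-out basis = nuclear versus cytoplasmic GR-EGFP signal, averaged per well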
WT yeast gro inh mutant strain = also measured in WT yeast gro inh; calls as there; inhibition, %; mitochondrial fusion phenotypic screen, mutant strain inhibition
Dynein transport cytoplasmic EGFP = recorded beside Dynein transport, whose call it bears; z-score; measured here: cytoplasmic GR-EGFP intensity; stronger effect = higher value
Dynein transport nuclear GR-EGFP = further read-out of Dynein transport, marked with its call; z-score; measured here: nuclear GR-EGFP intensity;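 lower value marks the stronger effect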
Dynein transport cell count = also measured in Dynein transport; calls as there; z-score; measured here: cell count per field
Insulin prom up cell count = second read-out of Insulin prom up, no call of its own (marks repeat the call); cell count; measured here: cytotoxicity, nuclei count;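 total cells summed across four imaged fields per well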
Hep lipid drop cells 6.5 µM = second read-out of Hep lipid drop, no call of its own (marks repeat the call); cell count; measured here: cell count, cytotoxicity flag;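 cells counted across two imaged fields per well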
b-catenin transl cell count 5 µM = further read-out of b-catenin transl, marked with its call; cell count; measured here: cell count, cytotoxicity flag
MT stabilize HCS Hoechst-high % = further read-out of MT stabilize HCS, marked with its call; % Hoechst-high responders; measured here: nuclear condensation Hoechst responders;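 share of cells brighter than vehicle mean plus two SD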
MT stabilize HCS cytotoxicity % = further read-out of MT stabilize HCS, marked with its call; toxicity, %; measured here: cytotoxicity by cell density;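 0% = mean cell density of plate MIN control wells and 100% = no cells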
Autophagy HCS cell loss 18 h = second read-out of Autophagy HCS, no call of its own (marks repeat the call); toxicity, %; measured here: cell loss, nuclei count;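 cell loss after 18 h compound exposure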
An asterisk follows results filed as active; i = inactive; . = not tested or not shown. An excerpt; the hit share may differ from the screen's.

SMILES	b-catenin transl	b-catenin transl cell count 5 µM	Yfh1-depleted yeast	Autophagy HCS	Autophagy HCS cell loss 18 h	Insulin prom up	Insulin prom up cell count	WT yeast gro inh	WT yeast gro inh mutant strain	MT stabilize HCS	MT stabilize HCS Hoechst-high %	MT stabilize HCS cytotoxicity %	Hep lipid drop	Hep lipid drop cells 6.5 µM	NOD2 inhibition	Dynein transport	Dynein transport cytoplasmic EGFP	Dynein transport nuclear GR-EGFP	Dynein transport cell count
Nc1nnc(SCn2nnc3ccccc3c2=O)s1	3.1	988	i	i	-7.8	0.07	1622	-2.4	-0.1	2.8	2.1	6.2	20.6	658	-19.7%	-0.534	-0.238	-0.504	0.581
O=C(/C=C/c1ccccc1O)c1ccc(Cl)cc1	0.3	1165	i	i	20.2	-0.87	1413	48.0	43.5	3.7	2.0	2.8	-3.7	713	-51.3%	-3.19	0.344	-1.25	-0.626
CCN(CC)c1ccc(NC(=O)CN2CCN(CC(=O)Nc3ccc(F)cc3)CC2)cc1	-0.9	1066	i	i	4.4	-0.06	1307	-4.3	-16.1	2.8	2.1	10.9	4.9	789	-6.1%	-0.33	-0.219	0.0347	0.931
C=CCn1c(SCC(=O)Nc2ccccc2C)nc2sc(C)c(C)c2c1=O	-1.3	539	i	i	-4.2	.	.	-9.2	9.7	4.1	2.8	6.8	-7.7	627	18.5%	-0.562	-0.226	-0.438	0.846
CCCC(=O)NC(Nc1ccccc1OC)C(Cl)(Cl)Cl (stereo not drawn)	.	.	i	i	9.3	.	.	1.2	-9.8	3.6	2.4	0.3	.	.	-3.1%	-0.105	-0.171	-0.335	0.352
O=c1c(C/C=C/c2ccccc2)c(O)ccn1Cc1ccc(Cl)cc1Cl	-4.5	1091	i	i	-28.0	-0.54	1569	50.6	40.4	1.8	0.9	0.7	12.3	692	-2.6%	-0.307	0.211	-0.0455	0.31
N#Cc1cccc(Cn2nnc(-c3ccccc3)n2)c1	.	.	i	i	-3.3	-0.63	1275	13.8	-2.8	1.6	1.2	7.5	1.1	700	4.0%	-0.534	-0.167	-0.0296	-0.587
COc1ccccc1CC1(C)NC(=O)N(CC(=O)N2CC(C)OC(C)C2)C1=O (stereo not drawn)	-6.6	1022	i	i	0.9	0.14	1424	8.1	-0.4	2.7	3.4	9.7	.	.	-7.2%	-0.0342	-0.347	-0.0456	0.00893
COC(=O)c1cc2c(cc1N)OCCO2	0.3	1021	i	i	-16.5	0.13	1474	3.5	-5.2	3.9	3.4	9.7	13.4	772	0.6%	-0.022	-0.0768	0.659	-0.807
COc1cc(NC(=O)Cn2cnc3ccccc3c2=O)c(OC)cc1Cl	-4.6	1032	i	i	11.8	-0.05	1714	-7.9	-1.5	4.0	2.5	7.4	-0.3	682	5.9%	-0.236	-0.243	0.42	-0.405
CCOC(=O)c1cc2c(=O)n3ccccc3nc2n(CCOC)c1=NC(=O)C(C)(C)C	-0.1	1226	i	i	-6.7	-0.68	1317	9.2	-5.7	4.6	4.1	6.3	.	.	9.5%	0.101	-0.337	0.122	-0.237
CC(C)(C)c1csc(NC(=O)CSc2nc3ccccc3c(=O)[nH]2)n1	-0.1	1142	i	i	11.4	0.58	1268	-8.4	0.0	3.1	3.8	10.1	.	.	23.2%	-0.659	0.145	-0.0545	0.0796
CCCCN(CC)CCCNC(=O)C1c2ccccc2C(=O)N(C)C1c1cn(C)c2ccccc12 (stereo not drawn)	.	.	i	i	-3.7	.	.	-26.6	7.1	1.4	1.4	4.0	-8.0	774	2.5%	-0.628	0.793	-0.214	0.4
CCSc1nnc(NC(=O)CSc2nc3c(c(=O)n2CCOC)SC(C)C3)s1 (stereo not drawn)	-1.2	1278	i	.	.	-0.09	1017	13.4	2.8	.	.	.	2.4	769	20.4%	-0.202	-0.591	0.264	-0.224
COc1ccc(NS(=O)(=O)c2cccs2)c(OC)c1	.	.	i	i	4.6	.	.	-9.4	-6.2	2.3	2.3	9.2	.	.	6.2%	1.05	-0.0635	0.641	-1.52
O=C(NCc1nc2ccccc2[nH]1)C1=C[C@H](c2ccc(C(F)(F)F)cc2)C[C@H](OCc2ccc(CO)cc2)O1	-0.2	1059	i	i	-5.0	-0.76	1351	3.7	-1.8	2.0	0.8	5.2	2.7	675	13.4%	0.603	-0.22	0.793	-0.768
Cc1ccc(NC(=S)N(Cc2ccc(Br)cc2)Cc2ccc(C(=O)O)cc2)cc1C	-0.6	1074	i	i	-5.6	-0.16	1234	67.5*	1.1*	2.7	1.7	7.9	-5.3	720	6.0%	-0.0371	-0.189	0.359	-0.655
CN(C)c1ccc(C(=O)OCC(=O)N2CCOCC2)cc1	0.1	1075	i	i	-9.8	0.38	1130	-17.2	-1.8	5.1	2.9	11.2	-3.0	687	1.8%	0.808	-0.216	0.676	-0.752
O=C(Nc1ccc(F)cc1)OCCOc1ccc([N+](=O)[O-])cc1	-1.4	1177	i	.	.	0.5	1481	.	.	.	.	.	-4.6	644	23.2%	0.568	-0.144	0.333	-0.804
Cc1nn(C)c(C)c1CNC(=O)c1nn2c(c1Cl)NC(c1cccs1)CC2C(F)(F)F (stereo not drawn)	-0.3	1071	i	i	5.6	-4.07	1155	-4.0	-16.9	2.4	0.5	39.0	-19.0	690	38.1%	-0.246	-0.28	0.183	-0.338

2 neighbouring records from above:
SMILES	b-catenin transl	b-catenin transl cell count 5 µM	Yfh1-depleted yeast	Autophagy HCS	Autophagy HCS cell loss 18 h	Insulin prom up	Insulin prom up cell count	WT yeast gro inh	WT yeast gro inh mutant strain	MT stabilize HCS	MT stabilize HCS Hoechst-high %	MT stabilize HCS cytotoxicity %	Hep lipid drop	Hep lipid drop cells 6.5 µM	NOD2 inhibition	Dynein transport	Dynein transport cytoplasmic EGFP	Dynein transport nuclear GR-EGFP	Dynein transport cell count
O=C(Nc1ccc(F)cc1)OCCOc1ccc([N+](=O)[O-])cc1	-1.4	1177	i	.	.	0.5	1481	.	.	.	.	.	-4.6	644	23.2%	0.568	-0.144	0.333	-0.804
Cc1nn(C)c(C)c1CNC(=O)c1nn2c(c1Cl)NC(c1cccs1)CC2C(F)(F)F (stereo not drawn)	-0.3	1071	i	i	5.6	-4.07	1155	-4.0	-16.9	2.4	0.5	39.0	-19.0	690	38.1%	-0.246	-0.28	0.183	-0.338

Going on with the list:
SMILES	b-catenin transl	b-catenin transl cell count 5 µM	Yfh1-depleted yeast	Autophagy HCS	Autophagy HCS cell loss 18 h	Insulin prom up	Insulin prom up cell count	WT yeast gro inh	WT yeast gro inh mutant strain	MT stabilize HCS	MT stabilize HCS Hoechst-high %	MT stabilize HCS cytotoxicity %	Hep lipid drop	Hep lipid drop cells 6.5 µM	NOD2 inhibition	Dynein transport	Dynein transport cytoplasmic EGFP	Dynein transport nuclear GR-EGFP	Dynein transport cell count
CCN(CCO)C(=O)C12CCC(C)(C(=O)C1)C2(C)C (stereo not drawn)	-3.6	1282	i	i	-2.1	-1.17	1190	6.2	18.9	1.9	1.4	4.8	-3.4	739	10.2%	3.9	0.48	3.99	-3.22
COC(=O)c1ccccc1OCCN1CCCCCC1	1.7	825	i	i	-18.3	0.58	1676	-4.8	2.8	2.9	2.0	5.9	6.9	658	1.3%	0.327	-0.322	0.347	-0.155
CCOC(=O)N1CCC(NC(=O)C2CCN(S(=O)(=O)c3cccc4cccnc34)CC2)CC1	-0.2	1070	i	i	-12.4	1.37	1567	3.6	-3.1	3.3	2.1	7.8	21.1	720	-3.2%	-1.15	-0.202	-0.413	0.744
CN(C)/N=C/c1cn(-c2ccccc2)nc1-c1cccnc1	-0.5	1138	i	i	-2.6	-0.28	1180	22.0	8.8	1.8	1.3	0.4	3.2	681	3.5%	2.78	0.00847	1.77	-1.96
Oc1cccc(NC(=S)Nc2cccnc2)c1	.	.	i	i	5.7	1.35	1248	-1.7	-14.2	2.7	1.9	2.5	-2.3	696	-7.1%	-0.639	-0.0373	-0.107	0.755
CCC1(CC)NC(=O)N(CC(=O)OCC(=O)Nc2cc(C)ccc2C)C1=O	-5.9	1004	i	i	21.6	0.78	1202	-1.1	8.9	2.8	2.3	10.0	.	.	8.7%	1.18	-0.259	0.768	-1.08
CCN(CC)Cc1cc(C(=O)O)c(C)o1	0.9	1507	i	i	-2.0	0.29	1593	-8.6	6.5	4.0	0.9	6.9	3.7	680	6.9%	0.541	-0.31	-0.0499	1.08
CCc1nnc(NC(=O)CCC(=O)N2CCN(Cc3cc(F)ccc3OC)CC2)s1	-3.9	912	i	i	-2.3	0.11	1370	-17.9	31.9	4.5	1.6	8.6	.	.	11.5%	2.28	-0.0236	1.28	-1.87
N/C(=N\OC(=O)c1cccc2ccccc12)c1cccnc1	0.2	905	i	i	-7.6	0.52	1576	3.3	-5.3	4.3	2.2	7.0	-0.8	673	-85.6%	-0.223	-0.337	0.114	0.608
COC(=O)c1nn(-c2cccc(C)c2)c2nnc(Cc3ccc(C)cc3)c(=O)n12	-4.4	564	i	i	-6.5	-0.17	1339	14.1	4.7	1.5	3.4	2.0	11.6	753	14.3%	0.422	-0.213	0.381	-0.45
O=C(c1ccccc1Cl)N(Cc1ccc(Br)cc1)N1C(=O)CCC1=O	-3.6	1107	i	i	-4.9	0.27	1626	20.8	16.0	3.7	1.0	5.2	-29.3	605	-1.0%	1.09	-0.25	1.19	-0.767
CCOc1ccc(C(=O)NCC(=O)OCc2c(C)noc2C)cc1	0.0	1123	i	i	6.1	0.59	1551	-1.4	1.1	5.7	2.3	12.8	-2.9	655	3.9%	0.726	0.00486	0.616	-0.0281
O=C(NCc1ccc(Cl)cc1)C(=O)NCC1OCCN1C(=O)c1cccs1 (stereo not drawn)	4.8	1095	i	i	2.4	-0.2	1401	1.0	10.8	2.5	2.0	1.7	0.8	623	13.1%	0.0946	-0.264	0.132	0.647
